Screening data as filed in PubChem BioAssay.
SENP6 inh: SENP6 protease inhibition. Q9GZR1. Recombinant SENP6 catalytic domain, aminoluciferin luminescence. inhibition, % at 10 µM. 1.8% of 330,000 active. AID 2599;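 active = inhibition above about 50% at the single tested dose, limit read from the data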;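 also: plate controls were DMSO wells with enzyme for no effect and DMSO wells lacking enzyme for full effect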
Target sequence (Q9GZR1 628-1112 limits assumed): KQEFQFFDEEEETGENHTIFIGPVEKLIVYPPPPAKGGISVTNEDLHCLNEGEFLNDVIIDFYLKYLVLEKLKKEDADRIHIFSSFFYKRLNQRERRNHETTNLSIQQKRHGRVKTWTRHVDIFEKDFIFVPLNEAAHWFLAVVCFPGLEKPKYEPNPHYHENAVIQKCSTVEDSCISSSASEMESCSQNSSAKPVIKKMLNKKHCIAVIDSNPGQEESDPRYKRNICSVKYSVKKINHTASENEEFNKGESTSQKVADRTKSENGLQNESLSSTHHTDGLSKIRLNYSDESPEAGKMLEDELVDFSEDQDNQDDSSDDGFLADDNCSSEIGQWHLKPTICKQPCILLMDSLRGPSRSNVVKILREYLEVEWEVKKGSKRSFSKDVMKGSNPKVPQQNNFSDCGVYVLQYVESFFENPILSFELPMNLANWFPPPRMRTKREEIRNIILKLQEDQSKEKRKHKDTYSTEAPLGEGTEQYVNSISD
SENP8 block-1: blocks the human protease SENP8; AID 2540; Q96LD8; 1.2% of 330,000 active; purified SENP8, Z-RLRGG-aminoluciferin cleavage, luminescence; inhibition, % at 10 µM; in the data active = inhibition above about 50%
HKDC1 inh: inhibitors of human hexokinase HKDC1; 0.16% of 340,000 active; recombinant HKDC1, G6PDH/diaphorase resazurin coupled fluorescence; inhibition, % at 20 µM; Q2TB90;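 active = inhibition above about 35% when tested at 20 µM, limit read from the data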;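 also: plate controls were DMSO wells with enzyme for no effect and DMSO wells lacking enzyme for full effect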
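System: Recombinant HKDC1 hexokinase | Amount: HKDC1 at 5 µg/mL | Reagent: Glucose with 1 mM ATP | Doses: Single 20 µM dose | Incubation: Reaction time 90 min, room temperature, protected from light | Signal: Coupled resazurin fluorescence, excitation 525 nm, emission 613 nm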
SENP1 FRET inh: inhibitors of human SENP1 SUMO protease catalytic domain; Q9P0U3; recombinant SENP1 catalytic domain, CyPet-SUMO1-YPet FRET cleavage; inhibition, % at 10 µM; 0.21% of 360,000 active; AID 624204;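 active = inhibition at least 30% at 10 µM, raw YFP signal under a set limit, fluorescence ratio 0.5 to 1.5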;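 also: 0% = enzyme with DMSO and 100% = no enzyme wells; some results filed as inactive read as strong as hits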
Target sequence (Q9P0U3 419-644 limits assumed): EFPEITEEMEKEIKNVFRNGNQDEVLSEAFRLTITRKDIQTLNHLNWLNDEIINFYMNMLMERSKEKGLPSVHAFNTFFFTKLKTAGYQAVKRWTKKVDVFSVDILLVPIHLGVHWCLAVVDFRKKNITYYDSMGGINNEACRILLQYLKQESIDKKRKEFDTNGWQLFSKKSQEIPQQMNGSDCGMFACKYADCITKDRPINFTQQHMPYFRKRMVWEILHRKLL
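material = recombinant human SENP1 catalytic domain, His6-tagged | quantity = 20 pM enzyme | reagent = 25 nM SUMO1 FRET substrate | compound dosing = 10 µM single point, 0.5% DMSO | timing = 50 min enzyme reaction, room temperature, light-protected | detection = FRET, CFP and YFP emission | control set = no-enzyme low, enzyme-DMSO high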
UBC13 polyUb: human UBC13 polyubiquitination inhibition | UBC13 polyubiquitin chain formation, TR-FRET | AID 485273 | inhibition, % at 20 µM | 0.47% of 330,000 active; in the data active = inhibition above about 45%, passing the limit was not always enough
Target sequence (P61088 whole entry, looked up): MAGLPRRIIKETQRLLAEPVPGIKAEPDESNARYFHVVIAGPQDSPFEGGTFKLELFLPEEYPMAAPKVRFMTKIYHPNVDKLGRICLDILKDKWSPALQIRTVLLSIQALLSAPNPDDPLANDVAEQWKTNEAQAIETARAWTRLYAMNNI
PfGluPho inh: PfG6PD (Plasmodium falciparum) enzyme inhibition; PfGluPho enzyme, NADPH resazurin-diaphorase fluorescence; inhibition, % at 20 µM; 0.78% of 350,000 active; AID 504690;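 active = inhibition reaching at least a set limit at 20 µM in the primary screen, cut at about 59% in these data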;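 also: 0% = DMSO wells with substrate and 100% = DMSO wells lacking glucose-6-phosphate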
SENP7 block: blocks the human protease SENP7; recombinant SENP7, Z-RLRGG-aminoluciferin luminescence, 40 min; Q9BQF6; inhibition, % at 5 µM; 1.5% of 330,000 active;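 active = inhibition above about 50% at the single test dose, limit read from the data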;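 also: plate controls were DMSO with enzyme for no effect and no enzyme buffer wells for full effect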
MIN6 prolif: MIN6 beta-cell proliferation induction | proliferation, % at 10 µM | MIN6 cells proliferation, ATPlite luminescence, 48 h; cells starved in 0.2% serum; 100% = growth in 10% serum | 0.29% of 330,000 active | AID 2380;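 active = compounds whose signal lies at least 3.5 SD above the mean of all wells on their plate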;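 also: 0% = DMSO-treated cells in low-serum medium and 100% = 10% serum control; some compounds called inactive have numbers as strong as hits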
SENP8 block-2: blocks human SENP8 cleavage of Nedd8 substrate; Q96LD8; recombinant SENP8, Nedd8 substrate fluorescence; inhibition, % at 20 µM; 0.64% of 360,000 active; AID 602440; in the data active = inhibition mostly above about 40%, no sharp cut-off; inactive = mostly below about 27%
An asterisk follows results filed as active; / = no result given.

#	SMILES	SENP6 inh	SENP8 block-1	HKDC1 inh	SENP1 FRET inh	UBC13 polyUb	PfGluPho inh	SENP7 block	MIN6 prolif	SENP8 block-2
1	CC(=O)Oc1ccc(C(=O)N2c3ccccc3NC(=O)C2C)cc1 (stereo not drawn)	-0.5	7.6	1.7	1.4	4.1	-0.9	1.9	1.8	15.4
2	O=C(COc1ccc(C(=S)N2CCOCC2)cc1)N1CCOCC1	-7.1	0.1	0.2	1.1	-1.1	-9.7	6.1	-1.3	6.7
3	O=c1c2ccccc2oc2ncccc12	-0.8	1.7	-3.2	0.0	-5.2	-1.6	-1.2	-1.1	-10.1
4	COC(=O)c1ccc(NC(=O)Cn2nc(C)cc2C)cc1	-20.7	1.1	-2.7	2.5	0.7	1.9	1.9	4.3	5.9
5	CCN(CC)c1ccc(/C=N/NC(=S)NC)c(O)c1	-12.6	-7.5	-24.5	-39.0	8.9	-5.4	-4.5	-6.7	-347.6
6	O=C1CCc2cc(S(=O)(=O)N3CCC(C(=O)NCc4ccccc4Cl)CC3)ccc2N1	-18.6	-8.7	-4.3	-3.0	1.2	-6.1	6.3	-1.8	2.9
7	CC12CC3(C)CC(C)(C1)CC(C(=O)NCCc1ccc(S(N)(=O)=O)cc1)(C2)C3	2.0	3.0	1.7	-0.5	-2.9	9.2	-4.2	0.0	0.6
8	O=C(NC1CCCCCCC1)c1ccc2c(c1)N(Cc1ccc(F)cc1)C(=O)CS2=O (stereo not drawn)	9.0	1.3	-1.9	0.5	-4.5	-10.7	-12.8	-4.7	6.6
9	CCc1ccc(S(=O)(=O)NCc2csc(-c3ccccc3)n2)s1	-6.9	-2.1	9.2	-1.2	2.4	20.3	0.1	1.1	19.1
10	COc1ccc(N(Cc2cc3cccc(C)c3[nH]c2=O)S(=O)(=O)c2ccc(OC)cc2)cc1	2.1	-4.5	1.0	1.5	3.8	12.6	-1.4	-4.5	-50.1
11	Cc1ccc(S(=O)(=O)CCc2nnc(NC(=O)c3ccco3)s2)cc1	11.2	5.5	-2.5	0.0	3.5	-3.9	1.3	5.9	0.0
12	O=C(O)c1ccc(Oc2c(C(F)(F)F)oc3cc(O)ccc3c2=O)cc1	-13.2	-6.3	3.1	1.8	2.6	-22.1	-1.4	-1.2	-13.9
13	CCn1cc(C(=O)N2CCCC(N3CCN(c4cccc(C(F)(F)F)c4)CC3)C2)cn1 (stereo not drawn)	6.9	12.6	-1.8	0.3	-19.2	22.6	0.1	-4.3	20.6
14	COC(=O)[C@]1(Cc2ccccc2)N[C@H](CN(C)S(=O)(=O)c2ccc(C(C)(C)C)cc2)[C@@H]2C(=O)N(Cc3ccccc3)C(=O)[C@@H]21	-18.5	-4.5	2.0	-1.4	-31.7	-1.4	-6.0	-3.4	2.9
15	C#CCCCc1nc2ccccc2c(=O)n1N	-0.9	-7.2	-15.4	0.8	5.7	7.4	3.7	2.7	12.3
16	Cc1ccc(S(=O)(=O)N(CC(=O)N2CCC(C)CC2)c2cccc(C)c2)cc1	1.2	-3.0	-4.2	-2.1	8.2	-14.6	2.4	3.4	7.7
17	Cc1ccc(C(=O)NNC(=O)c2ccncc2)cc1S(=O)(=O)N1CCCCC1	-5.6	3.0	-2.5	-0.4	-3.0	1.2	-0.4	0.7	12.3
18	COc1ccc(CCNC(=O)CCCn2c(=O)[nH]c3cc(OC)c(OC)cc3c2=O)cc1OC	23.1	-6.2	0.6	1.6	0.1	-0.3	9.4	-0.3	-30.2
19	O=C1[C@@H]2[C@@H]3C[C@@H]([C@H]4ON=C(c5ccc(Cl)cc5Cl)[C@@H]34)[C@@H]2C(=O)N1C1CCCCC1	-9.1	-10.6	-1.4	0.3	-8.2	8.5	0.8	0.0	12.4
20	Cc1csc(SCC(=O)NC(=O)C2CCCCC2)n1	3.5	-2.3	-8.3	0.4	3.7	2.9	-2.6	-2.7	-8.0

(more compounds)
#	SMILES	SENP6 inh	SENP8 block-1	HKDC1 inh	SENP1 FRET inh	UBC13 polyUb	PfGluPho inh	SENP7 block	MIN6 prolif	SENP8 block-2
21	COc1ccc(Cc2noc(-c3ccccc3)n2)cc1OC	-2.3	-3.5	-5.1	1.4	11.2	-3.9	9.2	-0.1	2.7
22	Cc1ccc(N2N=C(c3ccc(Br)cc3)CCC2=O)cc1	-7.4	-1.2	-5.9	-2.1	-6.5	7.8	-10.1	0.0	9.8
23	Cc1ccc(CNC(=O)CS(=O)CC(=O)O)cc1 (stereo not drawn)	0.3	-2.2	5.8	0.5	7.3	13.3	-0.6	1.1	24.6
24	NS(=O)(=O)c1cccc(NC(=O)COC(=O)CCC(=O)c2cccs2)c1	-12.9	-11.9	-6.4	6.4	-6.4	3.4	-3.4	-4.1	-0.2
25	O=C(Cc1ccc(-n2cccc2)cc1)NCc1cccs1	1.1	-0.6	-1.1	0.5	-3.2	5.5	12.0	-0.9	16.5
26	CC1(C)CC(Nc2ccc(C(F)(F)F)cc2[N+](=O)[O-])CC(C)(C)N1	4.6	-0.6	4.5	-0.1	3.4	-25.8	-10.1	-0.5	14.6
27	CCc1ccc(C(=O)NNC(=O)c2ccc(OCC(=O)N3CCOCC3)c(OC)c2)cc1	2.0	-1.0	-6.6	2.9	3.4	1.7	-5.0	-3.9	5.0
28	COc1cccc(C(O)c2cnc(C(C)C)n2C)c1OC (stereo not drawn)	-3.6	-10.8	-1.0	0.6	-1.3	-7.9	-4.9	0.4	4.4
29	CCOC(=O)c1ccc(CNC(=O)C2CCC(=O)N(CCc3ccccc3)C2)o1 (stereo not drawn)	9.4	4.0	3.3	-0.8	2.2	-10.7	1.0	-1.9	11.4
30	COc1ccc(CCNC(=O)C(=O)NCC2OCCN2S(=O)(=O)c2ccc3c(c2)OCCO3)cc1OC (stereo not drawn)	8.2	-16.0	22.8	-3.1	-4.7	12.5	-11.7	2.2	3.9
31	COc1cc(/C=C/C(=O)O)cc(S(=O)(=O)Nc2ccc3cn[nH]c3c2)c1OC	-8.2	-4.5	9.8	-3.0	-19.7	30.5	-8.7	-3.5	19.5
32	Cc1ccc(S(=O)(=O)NNC(=O)C2CCCCC2)cc1	18.4	-7.6	5.5	-0.1	-0.7	-24.5	-1.2	6.8	10.7
33	COCCCn1c(=S)[nH]c2sc3c(c2c1=O)CCCC3	-4.3	1.2	-3.9	-1.2	22.2	25.6	4.9	-1.3	4.8
34	O=C(C=Cc1ccccc1)c1cccs1	/	/	9.0	4.5	/	15.2	/	/	6.0
35	CN(c1ccc(C(=O)Nc2ccccc2C(=O)N2CCOCC2)cc1)S(C)(=O)=O	-6.7	-3.1	-1.2	0.6	-3.8	2.0	1.8	-0.6	10.6
36	CCN(CC)c1ccc(/C=N/O)cc1	-0.4	-11.7	-7.7	-0.7	-10.9	1.2	-9.1	-2.4	-175.7
37	COc1ccccc1C(=O)NCCC(=O)NN1C(=O)NC2(CCCCC2)C1=O	-2.1	2.6	-2.6	1.7	-3.5	11.6	3.4	-2.1	1.9
38	Cc1ccc(O)c(C(=O)CC(=O)c2ccccc2Cl)c1	-16.6	0.2	-5.6	-2.9	-15.5	-9.5	5.9	-2.5	-6.8
39	COc1ccc(CCC(=O)Nc2ccc(C)c([N+](=O)[O-])c2)cc1	3.4	-2.2	-10.0	2.1	0.9	11.0	-0.2	0.0	5.6
40	O=C(CSc1nc2[nH]ncc2c(=O)[nH]1)c1ccc(Cl)cc1	-6.2	-0.9	/	/	6.5	/	-8.5	-3.4	/

A second format for some results above.
31. COc1cc(/C=C/C(=O)O)cc(S(=O)(=O)Nc2ccc3cn[nH]c3c2)c1OC
32. Cc1ccc(S(=O)(=O)NNC(=O)C2CCCCC2)cc1
Assay by compound,31,32
SENP6 inh,-8.2,18.4
SENP8 block-1,-4.5,-7.6
HKDC1 inh,9.8,5.5
SENP1 FRET inh,-3.0,-0.1
UBC13 polyUb,-19.7,-0.7
PfGluPho inh,30.5,-24.5
SENP7 block,-8.7,-1.2
MIN6 prolif,-3.5,6.8
SENP8 block-2,19.5,10.7

Individual results from the list:
For SENP6 inh, compound 36 reads -0.4
For UBC13 polyUb, compound 39 reads 0.9

(continued)
#	SMILES	SENP6 inh	SENP8 block-1	HKDC1 inh	SENP1 FRET inh	UBC13 polyUb	PfGluPho inh	SENP7 block	MIN6 prolif	SENP8 block-2
41	Cc1onc(-c2ccccc2)c1CNS(=O)(=O)c1ccccc1	-10.3	2.8	-0.5	-0.6	2.5	-10.4	0.1	-0.8	25.7
42	CC(=O)c1n[nH]nc1NC(=O)c1ccccc1	-7.9	-1.6	2.3	-0.1	6.4	-1.9	-2.5	-3.0	11.3
43	O=C(Oc1cccc(C(=S)N2CCOCC2)c1)c1ccc([N+](=O)[O-])cc1[N+](=O)[O-]	-1.5	-0.2	-1.7	2.1	2.1	38.7	11.2	2.2	23.5
44	Clc1ccc(Cn2nc(-c3ccccc3)nc2-c2ccccc2)cc1	26.9	0.3	-5.0	0.9	-0.1	20.9	5.7	-5.0	14.3
45	COc1ccc(C(=O)COC(=O)c2nc3nccc(C)n3n2)cc1F	-9.4	3.2	-7.7	-0.7	-2.6	7.9	1.4	-0.9	6.4
46	COc1ccc(N2CC(C(=O)NCc3cccnc3)CC2=O)cc1 (stereo not drawn)	-46.3	-9.4	-9.0	-0.3	-3.7	-23.9	-13.0	-1.1	19.0
47	COc1ccc(-c2csc(C3=C(O)CN(CCCN4CCCC4=O)C3=N)n2)cc1OC	-2.9	-6.0	-2.2	0.0	-9.2	-13.7	9.4	-2.3	17.7
48	Cc1ccc(-c2nc(C)sc2CC(=O)O)cc1	-2.7	0.0	-1.7	2.1	0.8	-7.6	4.6	-2.5	8.5
49	CCOC(=O)c1c(S(=O)(=O)Nc2ccc(F)cc2C)c(C)n(C)c1C	-1.1	-1.9	-0.2	0.3	-1.7	18.1	6.8	7.2	15.0
50	O=C(NC1=C(NC2CCS(=O)(=O)C2)C(=O)c2ccccc2C1=O)c1ccccc1 (stereo not drawn)	85.8*	60.2*	53.0*	0.0	-90.9	103.8*	45.8	-6.1	86.9*
51	COCCN(CCOC)c1nc(-c2ccc([N+](=O)[O-])cc2)nc2ccccc12	6.1	-1.4	-0.8	0.6	2.1	-2.5	-1.2	-4.4	5.8
52	Cn1c(CCN2CCCC2)nc2cc(NS(=O)(=O)c3ccc(Cl)cc3)ccc21	-0.8	-5.4	3.5	-9.0	6.9	5.9	-4.2	-6.3	5.2

Compounds as they come, and some 4% of all compounds hit somewhere here.
